# Screening results deposited in PubChem BioAssay by Broad Institute.
# ERAP1 inh: human ERAP1 aminopeptidase inhibitors, primary screen, biochemical, single point, plate reader; Endoplasmic reticulum aminopeptidase 1 (Homo sapiens), Q9NZ08; recombinant ERAP1, Leu-AMC fluorescence, 60 min; inhibition, % at 10.7 µM; actives 0.15% (n = 340,000); AID 652197, 2013;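 active means mean replicate inhibition of at least 30%, or all replicates individually reaching that 30% level; inactive means mean below 30% and not every replicate reaching it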;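 further: 0% = neutral control wells and 100% = L-leucinethiol positive control wells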
# Target sequence (Q9NZ08 whole entry, looked up): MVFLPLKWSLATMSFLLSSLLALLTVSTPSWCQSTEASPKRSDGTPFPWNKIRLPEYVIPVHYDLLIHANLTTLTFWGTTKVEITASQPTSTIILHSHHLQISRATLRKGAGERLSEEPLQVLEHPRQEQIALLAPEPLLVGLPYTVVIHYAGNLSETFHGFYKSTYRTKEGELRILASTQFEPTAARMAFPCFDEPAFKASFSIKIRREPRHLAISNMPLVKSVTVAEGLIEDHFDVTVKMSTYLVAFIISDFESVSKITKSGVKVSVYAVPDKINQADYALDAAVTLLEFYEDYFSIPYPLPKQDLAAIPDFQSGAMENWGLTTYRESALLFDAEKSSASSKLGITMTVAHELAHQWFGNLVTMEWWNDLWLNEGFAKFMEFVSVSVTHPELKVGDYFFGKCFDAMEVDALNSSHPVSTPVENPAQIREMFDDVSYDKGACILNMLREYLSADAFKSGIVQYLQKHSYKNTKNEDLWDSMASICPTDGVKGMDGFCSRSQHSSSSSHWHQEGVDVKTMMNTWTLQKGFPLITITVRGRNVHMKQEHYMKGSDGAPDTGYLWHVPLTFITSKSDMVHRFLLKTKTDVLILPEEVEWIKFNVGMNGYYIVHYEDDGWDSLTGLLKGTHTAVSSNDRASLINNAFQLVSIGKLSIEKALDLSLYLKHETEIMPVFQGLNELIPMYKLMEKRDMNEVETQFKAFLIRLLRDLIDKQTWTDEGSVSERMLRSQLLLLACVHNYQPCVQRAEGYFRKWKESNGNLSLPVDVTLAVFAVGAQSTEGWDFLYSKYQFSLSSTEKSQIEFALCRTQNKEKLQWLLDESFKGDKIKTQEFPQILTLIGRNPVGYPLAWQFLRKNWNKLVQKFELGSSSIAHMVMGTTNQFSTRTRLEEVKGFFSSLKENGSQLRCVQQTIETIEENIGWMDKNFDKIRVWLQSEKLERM
# DENV2 CPE rescue: inhibitors of DENV2 cytopathic effect, primary screen, cell-based, plate reader, single concentration | DENV2-infected cells, cytopathic effect rescue | CPE inhibition, % at 9.99 µM | actives 1.7% (n = 350,000); in the data active means CPE inhibition above about 20%, passing the limit was not always enough; inconclusive means no clear call, values can overlap the other calls; tested in BHK-21 cells;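 further: 0% = median of neutral control wells and 100% = median of positive control wells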
# F508del corr: F508del CFTR correction, initial screen, CFBE line, single point; CFBE cells, YFP halide quenching; stimulated with forskolin plus potentiator P3; % fluorescence drop versus neutral controls; actives 0.36% (n = 350,000); AID 720511, 2013; activity (quench increase), % at 7.58 µM;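 active means mean added fluorescence quench of at least 8% versus neutral control, with both replicates also reaching 8%; inconclusive means only one of the mean or replicate conditions met; inactive means mean below 8% and not both replicates reaching 8%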;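 further: cells transiently co-express mutant CFTR-F508del with the halide-sensitive YFP; corrector assay measuring rescue of mutant channel to the surface after 24 h compound exposure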
# CASP6 VEID inh: human caspase-6 inhibitors, primary screen, biochemical, VEID-R110 fluorescence, single point, set 2; P55212; purified caspase-6, Z-VEID-R110 cleavage fluorescence; inhibition, % at 12.5 µM; actives 0.53% (n = 350,000); AID 686996, 2013;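 active means mean inhibition across replicates at least about 35%, with every replicate also reaching that limit, limit read from the data; inconclusive means only one of the two criteria met; inactive means neither criterion met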;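 further: 0% = median of neutral control wells and 100% = no fluorescence left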
# miR122 inh: miR-122 Renilla sensor signal increase in Huh7, primary screen, miR-122 inhibitor project, cell-based, single point, plate reader | activation (reporter increase), % at 12.5 µM | AID 602342, 2012 | Huh7 miR-122 Renilla luciferase sensor, 48 h; neutral wells = 0, positive control = 100 | actives 0.3% (n = 340,000);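 active means mean replicate activation score at least 90 and every replicate individually at or above 90; inconclusive means only one of the two criteria met; inactive means neither criterion met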;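 further: higher luciferase means less miR-122 activity so hits act as miR-122 inhibitors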
# SIRT5 inh: SIRT5 desuccinylase inhibitors, primary screen, biochemical, fluorescence imaging, single point, set 5; Purified SirT5, succinyl-peptide AMC, trypsin-coupled fluorescence; inhibition, % at 15 µM; actives 1.1% (n = 330,000); in the data active means inhibition above about 15%; inconclusive means no clear call, values can overlap the other calls
# ERp5 block: inhibitors of ERp5-driven insulin aggregation, primary screen, biochemical, turbidity, absorbance 650 nm, single point; Protein disulfide-isomerase A6 (Homo sapiens), Q15084; 90 min; inhibition, % at 9.99 µM; actives 0.05% (n = 350,000);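 active means mean replicate inhibition above about 25%, with every replicate also reaching it, limit read from the data, passing the limit was not always enough; inconclusive means only one of those two criteria met; inactive means neither criterion met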
# Starred values were filed as active, the others as inactive; ? = inconclusive; . = not tested or not shown; & = joins results of further samples; [ ] = dose if it differs, or a comment.
SMILES,ERAP1 inh,DENV2 CPE rescue,F508del corr,CASP6 VEID inh,miR122 inh,SIRT5 inh,ERp5 block
Cc1ccc(N2C(=O)[C@@H]3C(C(=O)CCN4C(=O)c5ccccc5C4=O)=NN[C@@H]3C2=O)cc1,-2,-1,-0.6,4,.,-3,0
CC(C)[C@H](NC(=O)c1ccccc1)C(=O)OCC(=O)c1c(N)n(C)c(=O)n(C)c1=O,0,-6,-0.9,-3,-19,-1,7
C[C@H]1CN([C@@H](C)CO)C(=O)c2cc(NC(=O)CCN3CCOCC3)ccc2O[C@H]1CN(C)Cc1ccccc1,1,20,2.0,0,-3[16.7 µM],-4,0
COc1ccc(NC(=O)N(C)C[C@H]2OCc3cnnn3CCCC(=O)N([C@H](C)CO)C[C@@H]2C)cc1,0&0&-1,5&-10&-2,-1.6&-1.3&0.3,-2&-3&-4,-1,-5&-5&-7,-1&-4&3
CCC(=O)N(C)C[C@@H]1Oc2ncc(C#Cc3ccccc3OC)cc2C(=O)N([C@@H](C)CO)C[C@H]1C,-4,-11,0.7,0,-2[16.7 µM],2,-1
COc1cc(NC(=O)SC2=NCCS2)cc(OC)c1,5,12,-1.1,-1,2,-1,8
C[C@H](NC(=O)C[C@@H]1CC[C@@H](NC(=O)Nc2ccc3c(c2)OCO3)[C@H](CO)O1)c1ccccc1,0,.,0.0,-5,-6[16.7 µM],-3,-1
COC(=O)C1=C[C@@H](C(=O)OC)C2C3=C(C(=O)C24CCCCC4)[C@H](C)n2c(=O)n(C)c(=O)n2[C@@H]3C1 (some centres not stated),-3,-9,-3.2,0,.,-4,0
O=C(Nc1ccc(N2CCOCC2)c(Cl)c1)c1ccc(F)cc1,7,.,-0.6,1,7,5,2
COc1cc(OC)c(NC(=O)C(Sc2nc(C)cc(C)c2C#N)c2ccccc2)cc1Cl (configuration not stated),-3,13,1.1,-2,.,.,3

# Complete entries, quoted from the list. Order of values: ERAP1 inh | DENV2 CPE rescue | F508del corr | CASP6 VEID inh | miR122 inh | SIRT5 inh | ERp5 block
# `COC(=O)C1=C[C@@H](C(=O)OC)C2C3=C(C(=O)C24CCCCC4)[C@H](C)n2c(=O)n(C)c(=O)n2[C@@H]3C1` (some centres not stated) is entered as -3 | -9 | -3.2 | 0 | . | -4 | 0
# `COc1cc(OC)c(NC(=O)C(Sc2nc(C)cc(C)c2C#N)c2ccccc2)cc1Cl` (configuration not stated) is entered as -3 | 13 | 1.1 | -2 | . | . | 3
# `O=C(Nc1ccc(N2CCOCC2)c(Cl)c1)c1ccc(F)cc1` is entered as 7 | . | -0.6 | 1 | 7 | 5 | 2

# Later entries
SMILES,ERAP1 inh,DENV2 CPE rescue,F508del corr,CASP6 VEID inh,miR122 inh,SIRT5 inh,ERp5 block
Cc1ccc(N(C)C(=O)CC(C)S(=O)(=O)c2ccc3c(c2)NC(=O)CO3)cc1 (configuration not stated),1,-2,-2.5,0,-4,3,-11
O=C1Nc2ccc(Br)cc2C1(O)c1ccc(F)cc1 (configuration not stated),2,-2,-3.3,1,1,-2,-3
O=C(N[C@H](C(=O)N1CCC[C@H]1C(=O)NCCc1ccccc1Cl)c1ccccc1)c1ccc(Cl)c(Cl)c1,2,7,-2.2,1,.,4,-1
COc1ccc(CN2C(=O)C3C4C=CC(C4)C3C2=O)cc1 (configuration not stated),2,7,1.4,-3,-4,2,2
CCOC(=O)c1ccc(NC(=O)COc2ccccc2CNCCO)cc1,-2,1,2.4,1,.,3,-1
CNC[C@H]1Oc2c(NS(=O)(=O)c3c(C)noc3C)cccc2C(=O)N([C@H](C)CO)C[C@H]1C,7,-6,1.5,0,-7[16.7 µM],3,4
c1ccc(CCC2Cc3ccccc3N2)cc1 (configuration not stated),-1,-5,-0.6,0,-5,15*,-4
Cc1ccc(NC(=O)CCS(=O)(=O)c2cccc3nonc23)cc1Cl,-3,-2,-3.6,1,2,2,-9
COc1ccc(-c2cc(C(=O)N(C)CC(=O)Nc3cccc(F)c3)c3ccccc3n2)cc1,-2,3,-3.7,3,12,1,-2
CCc1nc2ccc(C(=O)N3CCN(C)CC3)cn2c1N(C)CCCc1ccccc1,-2,-2,1.8,.,1,-3,-4
N#Cc1ccc2[nH]cc(CCO)c2c1,-3,0,-3.7,-1,-5,14,4
CCO[C@@H]1OC(C(=O)N2CCN(Cc3ccc4c(c3)OCO4)CC2)=C[C@H](C2CCCCC2)[C@H]1CCCO,-3&0,1&6,3.1&-3.1,-2&5,-10,5&2,0&-6
COc1ccc(S(=O)(=O)Nc2cccc3c2O[C@H](CN(C)S(=O)(=O)c2cn(C)cn2)[C@@H](C)CN([C@@H](C)CO)C3=O)cc1,1,2,-1.9,-1,2[16.7 µM],0,-2
CN=C1S/C(=C/c2cn(CC(=O)OC)c3ccccc23)C(=O)N1C,.,-7,1.2,-5,12,-3,-19
CCC1NC(=O)c2cccnc2-n2c1nc1ccc(OC)cc1c2=O (configuration not stated),6,-2,3.4,-87,-5,-4,1
COc1ccc(C(=O)OC(C)C(=O)NC2CCCCC2C)cc1S(=O)(=O)N1CCOCC1 (configuration not stated),6,3,-3.3,1,1,-4,6
COc1ccccc1NC(=O)NCCN1CCN(C(=O)Nc2ccccc2OC)CC1,-1,-5,1.8,-2,4,-5,2
C[C@H](CO)N1C[C@H](C)[C@@H](CN(C)C(=O)NC2CCCCC2)Oc2ccc(NC(=O)Cc3cn(C)c4ccccc34)cc2C1=O,-3,1,5.1,-1,1[16.7 µM],4,1
COc1ccccc1OCC(=O)/C=C1/N(C)c2ccccc2C1(C)C,1,-3,0.0,-1,.,-5,-1
O=C(O)c1ccc(NC(=O)c2ccc(COc3ccc(Cl)cc3)o2)cc1,-1,-1,-0.8,-1,2,-8,1
C[C@@H]1CN([C@H](C)CO)C(=O)c2cccc(NC(=O)Nc3cccc4ccccc34)c2O[C@@H]1CN(C)C(=O)Nc1ccc2c(c1)OCO2,1,-15,1.7,0,-4[16.7 µM],7,-16
CCCc1cc(=O)[nH]c(SCC(=O)NC2(C#N)CCCCC2)n1,-9,5,-5.0,-1,-3,-2,2
COc1ccc(CN(C)C[C@H]2Oc3ccc(NC(=O)Nc4ccccc4)cc3C(=O)N([C@@H](C)CO)C[C@@H]2C)cc1,-5,7,0.1,.,-4[16.7 µM],2,-7
C[C@@H]1CN([C@@H](C)CO)C(=O)c2cccc(NC(=O)C3CCOCC3)c2O[C@H]1CN(C)C(=O)NC1CCCCC1,0,-2,-1.7,-1,1[16.7 µM],-3,3
COc1ccccc1NC(=O)C1CCCN(S(=O)(=O)c2c(C)noc2C)C1 (configuration not stated),-2,-4,-0.5,2,-3,0,4
CCOC(=O)N1CCN(C(=O)c2ccc3c(c2)N(Cc2cccc(Cl)c2)C(=O)c2ccccc2S3=O)CC1 (configuration not stated),2,6,0.1,5,-6,8,4
CCCCn1nc(C(=O)Nc2ccc3c(c2)OCCO3)c2ccccc2c1=O,5,-7,-0.6,1,-5,3,0
COc1ccc(S(=O)(=O)NCc2ccccn2)cc1,-1,-3,-2.6,0,13,2,3
C[C@@H]1CN([C@@H](C)CO)C(=O)c2cccc(NC(=O)Nc3ccccc3)c2O[C@H]1CN(C)Cc1ccncc1,-1,-1,-1.1,2,-6[16.7 µM],-1,0
CN1CCN(C(=O)/C(=C\c2cccs2)NC(=O)c2ccco2)CC1,1,3,.,1,7,-2,0
COc1ccc(CNC(=O)Cn2nc([N+](=O)[O-])cc2C)cc1,-2,-6,-1.2,0,-6,-6,4
COc1ccc(CCNS(=O)(=O)c2ccc3c(c2)NC(=O)CS3)cc1OC,-2,?,0.3,2,4,5,-3
CC(=O)N1[C@@H](CO)[C@@H]2c3ccccc3N(S(=O)(=O)c3ccccc3)C[C@@H]21,1,9,0.3,-2,-4[16.7 µM],3,3
COCC#Cc1cnc2c(c1)C(=O)N([C@@H](C)CO)C[C@@H](C)[C@H](CN(C)C(=O)c1cnccn1)O2,3,-6,2.6,5,1[16.7 µM],5,-7
CN1CCN(C2=C(Cl)C(=O)c3ccccc3C2=O)CC1,6,0,-3.9,99*,.,6,0
CN(C)C(=O)CCc1ccc2c3c([nH]c2c1)[C@]1(CCC2CCCC2)[C@@H](C(=O)N2CCOCC2)C[C@H](CC(=O)NCc2ccco2)C(=O)N1CC3,2,-11,1.5,10,6,0,-1
O=c1cnc2ccccc2n1Cc1ccccc1,0,2,2.3,1,-4,0,4
Cc1cccc(N2CCN(C(=O)CCNS(=O)(=O)c3ccc4c(c3)oc(=O)n4C)CC2C)c1 (configuration not stated),0,6,0.0,3,.,0,0
COc1ccc(C(=O)NNC(=O)Cc2nc3nc(C)cc(C)n3n2)cc1,1,8,-1.9,0,-6,-1,1
O=C(C[C@@H]1C=C[C@@H](NC(=O)Nc2ccc3c(c2)OCO3)[C@H](CO)O1)NCc1ccc(F)cc1,-4,-1,-1.8,-13,.,0,1
Brc1ccc(C2Nc3cccc4cccc(c34)N2)cc1,-6,2,2.1,2,8,2,2
CCCCn1c(N)c(N(CC(C)C)C(=O)C2CC(=O)N(CCc3ccccc3)C2)c(=O)[nH]c1=O (configuration not stated),-3,?,-9.7,2,.,2,3
Cc1ccc(-c2c(CC(=O)O)c(C)nc3sc4c(c23)CCCC4)cc1,2,9,1.4,6,.,-6,10
O=C(c1cnn(C(=O)c2ccccc2F)c1)c1ccccc1O,-2,-2,-1.7,-1,.,-1,7
CC(C)(C)OC(=O)NCCc1n[nH]c(=S)o1,0,0,.,-4,8,0,4
COc1ccc(CN2C[C@H](C)[C@H](OC)CN(C)C(=O)c3cc(NC(C)=O)ccc3OC[C@@H]2C)cc1,4,6,0.7,.,-4[16.7 µM],-7,2
Cc1cc([N+](=O)[O-])ccc1N1C(=O)c2ccc(C(=O)Nc3ccccc3C(=O)O)cc2C1=O,2,-9,-0.3,-1,.,-1,1
Nc1nc(COc2ccccc2C=O)nc(Nc2ccccc2)n1,.,-1,1.7,-2,.,-6,-1
Cc1cccc(OCC(=O)N(C)c2c(N)n(Cc3ccccc3)c(=O)[nH]c2=O)c1C,4,3,-1.3,1,-1,1,2
CC1c2nc3ccccc3n2C(CC(=O)NC2CC2)C(=O)N1Cc1ccccc1 (configuration not stated),-6,-4,-0.5,3,-5,-3,4
# The list continues:
SMILES,ERAP1 inh,DENV2 CPE rescue,F508del corr,CASP6 VEID inh,miR122 inh,SIRT5 inh,ERp5 block
C/C(=N\NC(=O)c1c([N+](=O)[O-])c(C)nn1C)c1ccc(NC(=O)c2ccc(C)o2)cc1,0,-2,-1.0,1,.,4,4
COc1ccc(S(=O)(=O)Nc2ccc3c(c2)C(=O)N([C@H](C)CO)C[C@@H](C)[C@@H](CN(C)C(=O)Nc2cccc4ccccc24)OCCCC[C@@H](C)O3)cc1,.,-11,-4.4,.,2[16.7 µM],.,.
COc1ccc(NC(=O)Nc2cccc3c2O[C@H](CN(C)S(=O)(=O)c2ccccc2)[C@@H](C)CN([C@@H](C)CO)C3=O)cc1,-1,-1,-2.7,0,-1[16.7 µM],-5,-2
O=C(Nc1ccn(-c2ccccc2)n1)c1ccccc1Br,4,1,-2.3,3,15,1,0
CC1(C)NC(=O)N(CC(=O)Nc2cc(C(F)(F)F)cc(C(F)(F)F)c2)C1=O,-4,4,2.6,-4,.,-1,-2
CC(=O)N(C)C[C@H]1Oc2ncc(C#CCc3ccccc3)cc2C(=O)N([C@H](C)CO)C[C@@H]1C,0,8,-3.2,0,-3[16.7 µM],-3,-3
O=C(c1cc(-c2ccco2)nc2ccccc12)N1CCCC(C(F)(F)F)C1 (configuration not stated),-11,-1,-0.2,22,.,-37,-5
C=CC[C@]12CC=CC(=O)[C@@]1(O)O[C@H](c1ccc(OC)c(OC)c1)[C@H]2C,0,-7,-6.4,-3,-3,0,5
Cc1sc2ncnc(N3CCN(Cc4ccccc4)CC3)c2c1-c1ccccc1,-3,1,1.8,-2,3,.,4
